LEDGF integ inh – blocks HIV-1 LEDGF/p75-dependent DNA integration; TR-FRET IN-LEDGF/p75 DNA integration, Eu/Cy5; inhibition, % at 3.7 µM; actives 0.64% (n = 370,000); AID 743269;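 active means inhibition above the screen-wide mean plus 3 SD, cut at about 13% in these data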;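 further: signal is the Cy5 over europium emission ratio at 671 and 618 nm; 0% = plate median of compound wells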
mABHD4 FP – inhibits mouse alpha/beta hydrolase domain 4; inhibition, % at 8.92 µM; actives 0.54% (n = 370,000); Q8VD66; purified mABHD4, FP-Rh probe fluorescence polarization;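 active means inhibition exceeding the mean over every tested compound plus 3 SD, cut at about 30% in these data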;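 further: 0% = plate median of compound wells and 100% = S159A mutant with DMSO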
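Test system: mouse ABHD4 enzyme, wild type. Reagent: FP-Rh fluorescent activity-based probe, added after compound pre-incubation. Timing: pre-incubation 45 min, probe exposure 60 min, at 25 °C. Technique: FP readout, ex 525 nm / em 598 nm. Benchmarks: high control S159A mutant with DMSO, low control median of compound wells.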
HTRA1 inhibitor – HTRA1 (human) protease inhibition; Q92743; recombinant HTRA1, FP-rhodamine activity-based probe, fluorescence polarization; inhibition, % at 5.96 µM; actives 0.5% (n = 340,000); AID 504803; in the data active means inhibition above about 36%;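 further: 0% = enzyme with DMSO and 100% = wells lacking enzyme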
Target sequence (Q92743 whole entry, looked up): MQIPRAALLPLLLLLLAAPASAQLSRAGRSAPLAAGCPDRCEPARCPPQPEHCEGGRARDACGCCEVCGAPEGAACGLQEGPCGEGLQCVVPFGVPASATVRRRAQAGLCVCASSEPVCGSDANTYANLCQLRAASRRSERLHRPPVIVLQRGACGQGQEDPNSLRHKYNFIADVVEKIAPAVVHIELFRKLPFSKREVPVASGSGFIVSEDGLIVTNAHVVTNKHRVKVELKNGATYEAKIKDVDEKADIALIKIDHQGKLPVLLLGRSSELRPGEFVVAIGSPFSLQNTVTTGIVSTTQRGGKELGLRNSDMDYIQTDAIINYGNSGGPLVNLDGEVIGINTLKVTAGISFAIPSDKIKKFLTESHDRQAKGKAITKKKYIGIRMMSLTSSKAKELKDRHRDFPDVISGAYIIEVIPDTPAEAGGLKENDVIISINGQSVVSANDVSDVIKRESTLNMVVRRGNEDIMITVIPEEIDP
TCR CD3 inh – human TCR-CD3 binding inhibition; TAMRA-labeled TCR probe fluorescence, biochemical; inhibition, % at 9.4 µM; actives 0.37% (n = 360,000); in the data active means inhibition above about 19%;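 further: recombinant mutant TCR 2C K166C tagged with TAMRA read by polarization; 0% = receptor in buffer alone and 100% = receptor with positive control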
Rev-erbA mod – modulates human Rev-erb alpha binding to DNA | Rev-erbα–FITC-DNA binding, fluorescence polarization, 90 min | AID 1259318 | activity, % at 10 µM | P20393 | actives 0.79% (n = 370,000);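 active means activity above about 14%, limit read from the data; passing the limit was not always enough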;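 further: 0% = DMSO wells with 35 nM protein and 100% = DMSO wells with 750 nM protein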
PRMT1 FP inh – PRMT1 (human) inhibition, primary screen; Q99873; recombinant PRMT1, activity-based probe fluorescence polarization; inhibition, % at 2.79 µM; actives 1.3% (n = 370,000);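 active means inhibition above about 21% made by adding two undisclosed values, limit read from the data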
rCAG binder – r(CAG) repeat RNA binding; TO-PRO-1 dye displacement fluorescence; inhibition, % at 3 µM; actives 1.3% (n = 370,000); AID 651821;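 active means inhibition above the plate cutoff, the mean of all test compounds on that plate plus 3 SD, cut at about 35% in these data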;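 further: 0% = DMSO alone and 100% = 100 µM mitoxantrone as full dye displacement; higher means more dye released from RNA so lower well fluorescence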
UHRF1 binding – UHRF1 methyl-DNA binding inhibition; Q96T88; inhibition, % at 4.4 µM; actives 0.75% (n = 370,000); UHRF1 binding to methylated oligo, TR-FRET; AID 687016; in the data active means inhibition above about 21%;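 further: UHRF1 SRA domain binding a hemimethylated CpG hairpin DNA probe; 0% = median of test compound wells and 100% = reference inhibitor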
PG9 Ab binder – binds the HIV-1 gp120 antibody PG9; actives 0.43% (n = 360,000); TR-FRET gp120-PG9 antibody binding; inhibition, % at 6.7 µM; AID 624416; in the data active means inhibition above about 8.5%
MBD2 DNA inh – blocks human MBD2 binding to methylated DNA. Q9UBB5. TR-FRET, MBD2 binding to methylated oligonucleotide. inhibition, % at 4.4 µM. actives 0.31% (n = 370,000). AID 686964; in the data active means inhibition above about 13%
Target sequence (Q9UBB5 whole entry, looked up): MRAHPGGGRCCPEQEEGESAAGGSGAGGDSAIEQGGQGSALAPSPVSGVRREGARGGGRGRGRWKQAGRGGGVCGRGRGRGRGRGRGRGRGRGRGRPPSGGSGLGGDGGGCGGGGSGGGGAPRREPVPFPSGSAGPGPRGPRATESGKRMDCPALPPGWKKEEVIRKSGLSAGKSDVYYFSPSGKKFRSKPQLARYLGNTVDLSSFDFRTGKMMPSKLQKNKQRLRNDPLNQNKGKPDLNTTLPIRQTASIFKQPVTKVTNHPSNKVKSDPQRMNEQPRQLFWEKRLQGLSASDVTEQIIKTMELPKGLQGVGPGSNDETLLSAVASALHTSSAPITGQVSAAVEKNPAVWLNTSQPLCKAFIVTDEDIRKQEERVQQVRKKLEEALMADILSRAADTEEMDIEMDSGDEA
An asterisk follows results filed as active; nt = no result given; & = joins results of further samples. Some of the compounds tested; count on the stated rates, not on these rows.

SMILES	LEDGF integ inh	mABHD4 FP	HTRA1 inhibitor	TCR CD3 inh	Rev-erbA mod	PRMT1 FP inh	rCAG binder	UHRF1 binding	PG9 Ab binder	MBD2 DNA inh
O=C(NCc1ccc(Cl)cc1)C1CCN(S(=O)(=O)c2cccc3nonc23)CC1	-2	5	7	4	-1	2	2	0	-1.6	5
Cc1cc(C)n(CCCNCC(O)c2ccccc2)n1 (stereo unspecified)	1&-1	4&15	4&-6	-4&6	-7&-4	-2&1	0&-6	-3&1	1.8&-1.9	4&4
O=C(CN1C(=O)C2CC=CCC2C1=O)Nc1ccccc1N1CCCC1 (stereo unspecified)	-2	7	-1	-3	3	6	0	0	-7.1	2
O=c1c2ccccc2nc2n1C(CSCc1ccc(Cl)cc1)CS2 (stereo unspecified)	0	-15	-8	-1	2	10	4	6	2.2	7
O=C(COC(=O)c1cccc(F)c1)Nc1cccc(S(=O)(=O)N2CCOCC2)c1	2	-7	1	-13	1	-4	3	-1	2.0	-1
CN1CCN(c2ccc(NC(=O)c3cccc(S(=O)(=O)N4CCCC4)c3)cc2)CC1	-5	7	-3	-13	5	2	0	1	-1.9	7
O=C(NCc1cccnc1)c1ccccc1-c1nc(-c2ccccc2)no1	0	-2	-10	-1	-1	0	-2	-1	-1.3	2
COc1ccc(Cc2nnc(NC(=O)CS(=O)(=O)Cc3ccccc3)s2)cc1	-2	7	-5	-1	-2	0	24	0	0.2	-2
O=C(Nc1ccc(OC(F)(F)F)cc1)Nc1cccnc1	-1	-4	7	4	1	2	0	-1	1.7	-8
COc1cccc(NC(=O)CN(C)C(=O)c2cc(-c3ccc(F)cc3)nc3ccccc23)c1	-2	-31	-51	-9	9	3	12	2	0.6	-1
Cc1cc(C)n2nc(C(=O)OCC(=O)Nc3ccc4c(c3)OCCO4)nc2n1	3	4	-2	4	-4	3	2	0	-1.2	-4
CCn1c(CC(=O)Nc2ccccc2F)nnc1SCC(=O)Nc1nnc(C)s1	2	5	6	4	-1	0	0	-1	-0.8	3
O=C1CCCN1C(=O)CSc1ncnc2sccc12	1	1	-4	15	10	-4	6	0	-3.4	0
CCN(C(=O)COC(=O)c1ccc[nH]c1=O)c1cccc2ccccc12	4	3	1	0	3	-3	1	-1	2.6	4
O=C(NCCCO)c1c(O)c2cccc3c2n(c1=O)CCC3	-3	-4	2	-8	6	6	3	2	2.1	2
O=C(C1CCCN1S(=O)(=O)c1ccc(Br)s1)N1CCc2ccccc2C1 (stereo unspecified)	2	-3	nt	nt	2	-1	4	1	nt	0
COc1ccc(-n2ncc(C(C)NS(=O)(=O)c3ccc(C(C)=O)cc3)c2C)cc1 (stereo unspecified)	0	2	-9	4	3	-1	-3	0	-0.5	0
CCNC(=O)CSC1=N/C(=C\c2ccc(O)c(OCC)c2)C(=O)N1c1ccc(OC(F)F)cc1	2	-9	-11	-3	12	-11	-5	0	-4.2	-7
Cc1ccc(CSc2nc3ccncc3n2CC(=O)Nc2cc(C)cc(C)c2)cc1	-2	-9	-9	0	81*	-3	5	-1	25*	0
Cc1cc(C(=O)N2CCC2(C)C(=O)NS(=O)(=O)c2ccccc2Cl)nn1C (stereo unspecified)	1	-1	nt	-2	4	3	0	16	4.1	8
Cn1cccc1Cc1nnc(SCC(=O)NCc2ccccc2Cl)n1-c1ccc(F)cc1	0	-3	-3	3	-6	-1	-2	1	-1.0	-2
COc1ccc(Cl)cc1NC(=O)Cn1cccc1	-5	0	-6	-1	2	7	-3	4	0.4	1
COCCn1nnnc1C(CC(C)C)N1CCN(C(=O)c2ccco2)CC1 (stereo unspecified)	1	3	10	3	3	4	1	-1	-1.5	-1
Cc1noc(C)c1CSCC(=O)Nc1cc(S(=O)(=O)N2CCOCC2)ccc1OC(C)C	-3	0	4	-1	-2	3	-1	2	-0.9	4
Cc1ccc(Nc2cc(=O)[nH]c(=O)[nH]2)c(C)c1	5	-7	-4	-7	-2	4	3	-2	0.5	3

The list goes on; it opens with the 2 that closed the last part.
SMILES	LEDGF integ inh	mABHD4 FP	HTRA1 inhibitor	TCR CD3 inh	Rev-erbA mod	PRMT1 FP inh	rCAG binder	UHRF1 binding	PG9 Ab binder	MBD2 DNA inh
Cc1noc(C)c1CSCC(=O)Nc1cc(S(=O)(=O)N2CCOCC2)ccc1OC(C)C	-3	0	4	-1	-2	3	-1	2	-0.9	4
Cc1ccc(Nc2cc(=O)[nH]c(=O)[nH]2)c(C)c1	5	-7	-4	-7	-2	4	3	-2	0.5	3
Nc1nonc1C(=O)NCCNC(=O)c1ccc(Cl)c(Cl)c1	-3	0	2	2	-4	0	0	0	-3.5	1
CCOC(=O)N1CCN(C(=O)COC(=O)Cc2ccc(OC)cc2)CC1	0	-1	8	5	-2	-1	0	13	-0.6	-4
COc1ccc(CCNc2nc(-c3ccco3)cc(C(F)(F)F)n2)cc1OC	3	-7	-22	5	6	-3	-8	0	0.6	-6
O=C(CN1CCN(Cc2cccc(C(F)(F)F)c2)CC1)NCC(=O)Nc1ccc(F)c(F)c1F	-5	5	-2	-12	-1	1	0	1	-0.2	-1
c1ccc(-n2nnnc2NCCCN2CCOCC2)cc1	-5	4	4	-2	-4	-3	1	9	-1.8	3
COC(=O)C(Cc1ccccc1)NC(=O)CNC(=O)c1ccccc1OC (stereo unspecified)	0	8	4	-2	1	-3	-1	0	0.7	1
Cc1ccc(C(=O)N2CCCC(CCC(=O)N3CCN(c4ccccn4)CC3)C2)cc1 (stereo unspecified)	4	0	-2	12	2	-6	-8	-2	-1.0	-3
CC(=O)c1c(C)[nH]c(C(=O)COC(=O)c2cc(S(=O)(=O)N(C)c3ccccc3)ccc2Cl)c1C	-4	-2	-8	9	3	0	-2	0	-0.7	-9
CC(=O)Nc1ccc(Cc2nc3ccccc3[nH]2)cc1	1	0	-1	7	1	1	0	2	-2.1	-2
CCCCc1nnc(NC(=O)CSc2nc(=O)cc(N)n2-c2ccccc2)s1	-1	1	3	5	-5	2	3	0	-1.3	-5
Cc1ccc2nc(SC(C)C(=O)NC3CCCC3)[nH]c2c1 (stereo unspecified)	-1	-4	3	8	3	-1	0	-1	-0.5	2
CCCCC(CC)CNC(=O)c1ncn[nH]1 (stereo unspecified)	0	0	3	0	4	-3	-2	-4	-2.8	-1
COc1ccc(OC)c(S(=O)(=O)N2CCCCC2C(=O)N2CCN(Cc3ccc(F)cc3)CC2)c1 (stereo unspecified)	0	5	nt	nt	1	5	7	-1	nt	0
CCOC(=O)C1=C(c2ccccc2)c2ccccc2OC1C(=O)OCC (stereo unspecified)	1	-6	-5	3	12	-2	0	3	-0.6	0
CC(=O)c1ccc(NS(=O)(=O)c2ccccc2)cc1	1	0	5	1	8	1	-1	0	1.0	6
CN(C)c1ccc(C2CNC(c3ccc(Cl)c([N+](=O)[O-])c3)c3[nH]c4ccccc4c32)cc1 (stereo unspecified)	-1	6	9	5	2	-3	8	-3	-2.8	2
Cc1c(CCC(=O)N2CCC(C(=O)NCCCCCC(=O)O)CC2)c(=O)oc2cc3oc4c(c3cc12)CCCC4	2	-8	3	5	-5	-3	10	-1	-1.2	1
CCOC(=O)C1CCN(C(=O)CSc2cc(=O)n(C)c3ccccc23)CC1	2	3	5	0	2	2	-5	0	-1.0	-4
CCCCCCCCNC(=O)C1CSCCS(=O)(=O)N1Cc1ccc(OC)cc1 (stereo unspecified)	0	1	nt	nt	-4	-5	1	-1	nt	-10
N#C/C(=C\c1ccc(Cl)c([N+](=O)[O-])c1)c1ccccn1	3	5	-4	0	nt	-6	1	0	-3.5	-2
C[C@H](CO)N1C[C@H](C)[C@@H](CN(C)C(=O)NC2CCCCC2)Oc2ccc(NC(=O)Cn3cnnn3)cc2C1=O	1	9	2	-1	-1	0	-4	6	-0.9	4
O=C(NCc1ccccc1)[C@H]1CCCN1C(=O)[C@@H]1CCCN1C(=O)c1ccc(Cl)cc1Cl	2	5	nt	5	1	-1	2	1	-1.7	-8
O=C(NCCSCc1ccco1)Nc1cc(Cl)cc(Cl)c1	-4	-37	-31	4	-3	4	14	-1	-1.8	4
CCN(CC)C(=O)CSc1nc2ncccc2[nH]1	-2	1	3	-4	-6	-1	-3	0	0.3	-1
COc1ccc(NC(=O)c2ccc(S(=O)(=O)N3CCCCC3)cc2)cc1OC	3	-5	-1	-1	-2	-1	-1	4	-4.4	-4
O=C(CN(Cc1ccc(F)cc1)C(=O)C1CSC(=O)C1)NC1CCCCC1 (stereo unspecified)	-4	1	1	3	-3	2	-2	-3	1.6	1
Fc1ccc(CNC(=S)Nc2ccc(OC(F)F)cc2)cc1	2	-8	-8	3	-5	-4	-3	-2	1.7	-1
CCOc1ncccc1C(=O)Nc1nc(C(C)(C)C)cs1	1	-10	-12	6	7	-2	-5	1	-1.6	1
Fc1ccc(Cn2nnnc2CN2CCN(C3CCCC3)CC2)cc1	-3	3	-2	8	3	-1	-4	-1	-0.9	0

Of the compounds above, eight have two or more sulfur atoms:
SMILES	LEDGF integ inh	mABHD4 FP	HTRA1 inhibitor	TCR CD3 inh	Rev-erbA mod	PRMT1 FP inh	rCAG binder	UHRF1 binding	PG9 Ab binder	MBD2 DNA inh
O=c1c2ccccc2nc2n1C(CSCc1ccc(Cl)cc1)CS2 (stereo unspecified)	0	-15	-8	-1	2	10	4	6	2.2	7
COc1ccc(Cc2nnc(NC(=O)CS(=O)(=O)Cc3ccccc3)s2)cc1	-2	7	-5	-1	-2	0	24	0	0.2	-2
CCn1c(CC(=O)Nc2ccccc2F)nnc1SCC(=O)Nc1nnc(C)s1	2	5	6	4	-1	0	0	-1	-0.8	3
O=C1CCCN1C(=O)CSc1ncnc2sccc12	1	1	-4	15	10	-4	6	0	-3.4	0
O=C(C1CCCN1S(=O)(=O)c1ccc(Br)s1)N1CCc2ccccc2C1 (stereo unspecified)	2	-3	nt	nt	2	-1	4	1	nt	0
Cc1noc(C)c1CSCC(=O)Nc1cc(S(=O)(=O)N2CCOCC2)ccc1OC(C)C	-3	0	4	-1	-2	3	-1	2	-0.9	4
CCCCc1nnc(NC(=O)CSc2nc(=O)cc(N)n2-c2ccccc2)s1	-1	1	3	5	-5	2	3	0	-1.3	-5
CCCCCCCCNC(=O)C1CSCCS(=O)(=O)N1Cc1ccc(OC)cc1 (stereo unspecified)	0	1	nt	nt	-4	-5	1	-1	nt	-10

Assay outcomes: PubChem, several laboratories
